TDP1 cell CPT: growth inhibition of DT40 Tdp1-/-;hTDP1 cells with camptothecin (screen for TDP1 inhibitors); chicken DT40 Tdp1-/-;hTDP1 cells + 20 nM CPT, ATP luminescence, 48 h; Potency, µM (top dose mostly 46.2 µM), for the others: top-dose activity change, negative = growth inhibition, actives largely listed as inhibitors; 12% of 420,000 active; AID 686979; note: nearly all actives have a fitted effect of over 55% in size
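Chicken DT40 Tdp1-/- cells stably complemented with human TDP1 were seeded at 400 cells/well in medium containing 20 nM camptothecin, exposed to pin-transferred compounds, and grown at 37 °C for at least 48 hr. Viability was read as ATP luminescence.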
N370S GC: inhibits or activates N370S mutant glucocerebrosidase | P04062 | N370S GC spleen homogenate, 4MU-glucoside fluorescence | Potency, µM (highest dose often 59.4 µM), for inactives: at the top dose activity change, negative = inhibition, actives largely listed as inhibitors | AID 2101 | 0.092% of 330,000 active;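 note: 0% = full enzyme activity and -100% = no enzyme basal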
FEN1 inh: blocks human flap endonuclease 1; Potency, µM (doses to about 114 µM), for inactives: at the top dose activity change, negative = inhibition, most hits filed as inhibitors; 0.35% of 390,000 active; P39748; AID 588795; Recombinant FEN1 flap cleavage, fluorescence, 15 min; note: nearly all actives have a fitted effect of over 65% in size
Target sequence (P39748 whole entry, looked up): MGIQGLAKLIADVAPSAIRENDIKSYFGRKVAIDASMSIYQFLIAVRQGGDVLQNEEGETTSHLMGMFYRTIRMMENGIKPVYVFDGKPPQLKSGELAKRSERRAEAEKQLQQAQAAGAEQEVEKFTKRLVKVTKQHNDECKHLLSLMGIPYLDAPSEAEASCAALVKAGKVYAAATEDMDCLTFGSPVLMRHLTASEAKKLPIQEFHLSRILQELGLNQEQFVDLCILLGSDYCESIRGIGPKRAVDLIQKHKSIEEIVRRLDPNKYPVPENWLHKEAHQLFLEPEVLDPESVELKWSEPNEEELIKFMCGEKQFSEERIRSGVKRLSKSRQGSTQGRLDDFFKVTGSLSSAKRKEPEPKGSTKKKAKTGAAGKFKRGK
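With each library titrated from low to high concentration, compounds met 10 nM FEN1 for 15 min at room temperature before 50 nM substrate was added; readings at 0 and 15 min fed four-parameter Hill curve fits.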
* hit, by the source's call; ? = inconclusive; nt = not tested or not shown; & = joins results of further samples. Calls come from the whole dose curve; as a rule, active = well fitted curve in the direction sought with a large enough effect; inconclusive = small, poorly fitted or top-dose-only effect, or another doubt; inactive = no such curve, though single readings can be large; an effect the other way counts as inactive or inconclusive. Unless noted, % is set by controls: 0 for no effect and ±100 for the full control effect; potency is the fitted concentration of half-maximal effect. Some of the compounds tested; count on the stated rates, not on these rows.

SMILES | TDP1 cell CPT | N370S GC | FEN1 inh
CCOc1ccccc1NC(=O)CSc1nc(=O)n(CCN2CCOCC2)c2c1CCCC2 | -15.7% | -17.8% | 2.6%
Cc1ccc(S(=O)(=O)N2CCN(C(=O)CN(Cc3ccco3)Cc3cccs3)CC2)cc1 | 12.1% | nt | 6.8%
O=C(Cn1cnc2scc(-c3ccccc3)c2c1=O)N1CCOCC1 | -4.4% | 3.9% | 12.4%
CCc1cccc(C)c1NC(=O)c1cc2ccccc2o1 | 18.4µM* | nt | -10.6%
Cc1cc(=O)[nH]c(SCC(=O)Nc2ncc(S(=O)(=O)c3ccc([N+](=O)[O-])cc3)s2)n1 | 0.1% | 20.2% | -7.8%
O=C1c2ccccc2C(=O)N1CCCCN(C(=O)c1cc2ccccc2oc1=O)c1ccc(F)cc1F | ? | 0.9% | 10.2%
CCn1c2ccccc2c2cc(NC(=O)CNCC3CCCO3)ccc21 (stereo not drawn) | ? | -8.8% | -21.5%
CC(=O)c1cccc(S(=O)(=O)NCCCN2CCOCC2)c1 | -0.9% | nt | 1.0%
CCCCN(C)C(=O)c1ccc2c(c1)N(Cc1ccc(F)cc1)C(=O)c1ccccc1S2(=O)=O | 16.4µM* | nt | -3.8%
O=C(CSc1nnnn1C1CCCC1)NCc1ccccc1 | -11.3% | -25.7% | 8.9%
O=C(Nc1ccccc1C(=O)O)c1cccc(C(=O)Nc2ccccc2C(=O)O)c1 | ? | -0.8% | ?
CCc1noc(C)c1C(=O)N1CCN(S(=O)(=O)c2ccc(C(C)C)cc2)CC1 | 3.3% | -2.4% | -5.1%
COc1ccccc1CC(=O)Nc1ccc(OC)c(OC)c1 | -3.9% | 1.8% | -2.7%
CCC(C)n1c(=N)c(C#N)cc2c(=O)n3cc(C)ccc3nc21 (stereo not drawn) | -2.3% | 6.6% | -2.2%
COc1ccc(Cl)cc1NC(=O)c1cccc(N2C(=O)C3CC=CCC3C2=O)c1 (stereo not drawn) | ? | 4.5% | -12.2%

Some of these compounds in order of molecular weight, rising:
SMILES | TDP1 cell CPT | N370S GC | FEN1 inh
O=C(Cn1cnc2scc(-c3ccccc3)c2c1=O)N1CCOCC1 | -4.4% | 3.9% | 12.4%
Cc1cc(=O)[nH]c(SCC(=O)Nc2ncc(S(=O)(=O)c3ccc([N+](=O)[O-])cc3)s2)n1 | 0.1% | 20.2% | -7.8%
CCOc1ccccc1NC(=O)CSc1nc(=O)n(CCN2CCOCC2)c2c1CCCC2 | -15.7% | -17.8% | 2.6%

Back to the main list, repeating the two entries before the break.
SMILES | TDP1 cell CPT | N370S GC | FEN1 inh
CCC(C)n1c(=N)c(C#N)cc2c(=O)n3cc(C)ccc3nc21 (stereo not drawn) | -2.3% | 6.6% | -2.2%
COc1ccc(Cl)cc1NC(=O)c1cccc(N2C(=O)C3CC=CCC3C2=O)c1 (stereo not drawn) | ? | 4.5% | -12.2%
CCCc1nc2ccccc2c(=O)n1/N=C/c1ccc(O)cc1 | ? | -13.5% | -12.2%
Cc1nn(C(=O)c2ccc(Br)cc2)c(C)c1S(=O)(=O)N1CCOCC1 | -4.8% | nt | -0.2%
CCOc1ccc(NC(=O)CN(c2ccc(OC)cc2)S(C)(=O)=O)cc1 | 0.3% | 7.2% | 6.9%
O=C(COc1ccccc1Cl)NC(=S)Nc1ccccc1N1CCCC1 | -23.8% | ? | ?
O=C(Nc1ncccc1O)C1CCN(S(=O)(=O)c2ccc3ccccc3c2)CC1 | -7.4% | -9.8% | -17.8%
CCCNc1nc(C)nc2c1cnn2CCc1ccccc1 | -10.9% | 7.1% | -4.3%
COc1ccc(CCNC(=O)Cn2nnc(C(=O)Nc3cc(C)ccc3C)c2N)cc1OC | ? | 1.9% | 2.5%
CC1(C)CC(=O)C(N=Nc2ccc3ncsc3c2)=C(O)C1 | -27.6% | -3.2% | -3.2%
CC(=O)Nc1c(C)nn(-c2ccccc2)c1N1CCC(C(=O)Nc2cccc(C(F)(F)F)c2)CC1 | ? | nt | -18.1%
COc1ccccc1N1CCN(c2nc(C)cc(C)c2C#N)CC1 | -12.9% | -7.3% | 16.1%
COc1ccccc1C(=O)Nc1nnc(SCc2cc(=O)n3ccc(C)cc3n2)s1 | 0.1% | nt | 0.7%
COc1ccc(OC)c(NC2c3ccccc3C(=O)N2Cc2ccc3c(c2)OCO3)c1 (stereo not drawn) | ? | ? | -27.4%
O=c1c2sc3ccccc3c2n(Cc2cccc(C(F)(F)F)c2)c(=O)n1Cc1ccc(F)cc1 | ? | nt | 3.2%
CC(NC(=O)c1cccc(Cl)c1)C1CC2CCC1C2 (stereo not drawn) | -2.2% | 4.0% | -8.2%
Oc1nc(Nc2ccc(F)cc2)sc1/C=C1\C=Nc2ccccc21 | ? | 7.6% | -10.3%
CC(=O)CSc1nnc(C(F)(F)F)n1C | 7.9% | 1.3% | 2.2%
COC(=O)c1ccc(CSc2n[nH]c(C)n2)o1 | -3.9% | 1.7% | 7.9%
Cc1nn(Cc2c(Cl)cccc2Cl)c(C)c1N | -4.1% | -7.6% | -9.4%
C=C1CCN([C@H](C(=O)OCc2cccc(C)c2)C(C)C)S(=O)(=O)c2ccccc21 | ? | 8.2% | -3.4%
COCc1cccc(C2=CC(=O)C[C@H](c3ccc(OC)cc3)C2)c1 | -22.7% | nt | -16.7%
Cc1cc(C(=O)CN2C(=O)NC(c3ccccc3)(c3ccccc3)C2=O)c(C)n1Cc1ccccc1 | ? | 16.0% | -17.0%
COc1ccc(Cn2c(=O)[nH]c3cc(C(=O)N4CCN(C(=O)c5ccco5)CC4)ccc3c2=O)cc1 | 11.2µM* | nt | -29.9%
COc1ccccc1NC(=O)Cc1csc(NC(=S)Nc2ccc(C)cc2)n1 | ? | 25.0% | -16.5%
O=C(COC(=O)c1ccc(Cl)nc1)Nc1ccc2ccccc2c1 | 2.6% | 0.0% | 0.2%
C[C@H](O)CO[C@H]1[C@H]2O[C@H]3[C@H](O)[C@@H](O)[C@@H](O[C@H]4[C@H](O)[C@@H](O)[C@@H](O[C@H]5[C@H](O)[C@@H](O)[C@@H](O[C@H]6[C@H](O)[C@@H](OC[C@H](C)O)[C@@H](O[C@H]7[C@H](O)[C@@H](OC[C@H](C)O)[C@@H](O[C@H]8[C@H](O)[C@@H](O)[C@@H](O[C@@H]([C@@H]1O)[C@@H](CO)O2)O[C@@H]8CO)O[C@@H]7CO)O[C@@H]6CO)O[C@@H]5CO)O[C@@H]4CO)O[C@@H]3CO | -6.9% | 12.0% | nt
COc1cccc(C2CC(c3cccs3)Nc3ncnn32)c1 (stereo not drawn) | 4.0% | 2.3% | -6.5%
Cc1cc(C)n(CC(O)COc2ccc(Cl)cc2)n1 (stereo not drawn) | 4.4% | -5.9% | 2.6%
CCc1ccc(OCC(=O)N(C)CCC#N)c(Br)c1 | -29.7% | 6.9% | -11.2%
CCCCNC(=O)CSc1ccc(S(=O)(=O)N2CCOCC2)cn1 | -6.3% | nt | ?
O=C(NCCNCC(O)COc1ccc(O)cc1)N1CCOCC1 (stereo not drawn) | -0.4%&5.7% | -1.6%&5.9% | -6.9%
Cc1ccccc1C(=O)Nc1ccc(C(=O)O)cc1NC(=O)c1ccccc1C | 1.8% | -1.7% | -0.6%
O=C(O)CCc1ccc(-c2ccc(F)cc2)n1NC(=O)c1ccco1 | 0.4% | -2.0% | -2.9%
CC(=O)C1C(=O)CC(C)(O)C(C(C)=O)C1c1ccc(N(C)C)cc1 (stereo not drawn) | -17.5% | 1.5% | -2.9%
NC(=O)CN1C(=O)C2C3C=CC(C3)C2C1=O (stereo not drawn) | 1.4% | 4.5% | -6.6%
CCC(NC(=O)c1ccccc1NC(=O)c1ccco1)C(=O)NC1CCCCC1 (stereo not drawn) | -29.3% | 24.3% | -1.1%
O=C(NC(=S)Nc1ccc(N2CCOCC2)cc1)c1cccc(Cl)c1Cl | 8.2% | -2.1% | -9.6%
CCO[C@@H]1OC(C(=O)N2CCN(Cc3ccccc3)CC2)=C[C@H](C)[C@H]1CCCO | -7.9% | 2.9% | 2.2%
Cc1c(=O)n(OCc2ccccn2)c2ccccc2[n+]1[O-] | 3.3% | 24.9% | 0.8%
O=C(CN(c1ccccc1)S(=O)(=O)c1ccc(Cl)cc1)Nc1cccnc1 | 2.1% | -25.4% | -7.8%
CC(C)CC(=O)Nc1cc2c3c(c1)CCN3C(=O)CC2 | 8.7% | 0.8% | 16.7%
COc1ccc(NC(=O)COc2ccc(-c3ccccc3)cc2)cc1 | -12.3% | nt | 0.4%
CCCCOc1ccc(C(=O)Nc2cccc(-c3nc4cccnc4s3)c2)cc1 | ? | nt | 1.2%
Cc1nnc(N2C(=O)c3cccc4cccc(c34)C2=O)s1 | -26.9% | 1.4% | -6.8%
CN(Cc1ccon1)C(=O)CC1C(=O)NCCN1Cc1cccc(F)c1F (stereo not drawn) | 8.2% | -0.9% | -7.5%
CN1CCN(C(=O)/C=C/c2ccc([N+](=O)[O-])cc2)CC1 | 10.3% | -0.6% | -1.6%
Cc1ccc(C(=O)NC2CCN(S(=O)(=O)c3ccc(C)cc3)CC2)cc1 | 6.2% | -2.1% | -1.6%
COc1cc(NCc2ccc3nc(N)nc(N)c3c2C)cc(OC)c1OC | 0.376µM* | -27.6% | nt
Cc1nn(CC(=O)N2CCN(c3cccc(Cl)c3)CC2)c(=O)c2c1sc1ccccc12 | -27.0% | nt | -10.2%
NC(=O)CC(NC(=O)Cc1ccc(Cl)cc1)c1ccc(NC2CCCCC2)c([N+](=O)[O-])c1 (stereo not drawn) | -26.4% | -4.6% | -1.1%
C[n+]1cn(Cc2ccc(C#N)cc2)c2ccccc21 | -2.7% | -0.9% | 4.0%
Nc1nc(SCc2cccc([N+](=O)[O-])c2)n[nH]1 | -17.2% | -2.8% | -2.6%
COc1ccc(N=N/C(C(C)=O)=C(/C)O)cc1 | -9.7% | 0.6% | -2.9%
CN(C(=O)C1CCCCN1S(=O)(=O)c1ccccc1)c1ccccc1 (stereo not drawn) | ? | nt | -3.0%
COCC(=O)Nc1ccc(N2CCCC2)c(S(=O)(=O)Nc2ccccc2OC)c1 | -18.2% | nt | 11.3%
COc1ccccc1C(=O)COC(=O)CN1C(=O)C2CC=CCC2C1=O (stereo not drawn) | 12.7% | -3.0% | 8.7%
COc1ccc(OC)c(CCNC(=O)c2cnn(-c3ccc(C)cc3C)c2C2CCN(C(=O)OC(C)(C)C)CC2)c1 | 4.61µM* | nt | -9.8%
CN1CCN(CCCNC(=O)c2cc3c(-c4ccc(Cl)cc4)nn(C)c3s2)CC1 | 5.8% | -13.5% | ?
O=C(COc1ccc(Cl)cc1)NCc1nnc(SCC(=O)N2CCCCC2)o1 | -18.6% | 3.0% | 6.8%
O=C(CN1C(=O)NC2(CCCC2)C1=O)Nc1cc(Cl)ccc1N1CCOCC1 | 3.5% | 3.0% | 3.3%
CC1(C)CC(=O)c2sc(NS(=O)(=O)c3ccc(Br)cc3)nc2C1 | 9.5% | 10.1% | -5.3%
Cc1cc(C)c2c(n1)nn1c(N3CCN(c4ccccc4)CC3)cc(C)nc21 | -28.6% | 5.3% | 9.5%
CCOC(=O)CN1C(=O)CSc2ccc(S(=O)(=O)N3CCCC3)cc21 | -13.3% | 6.1% | 12.5%
CCOC(=O)c1sc(N2C(=O)c3oc4cc(C)c(C)cc4c(=O)c3C2c2cccc(O)c2)nc1C (stereo not drawn) | 5.6% | nt | -14.8%

Only TDP1 cell CPT and FEN1 inh, for some of the entries so far:
canonical_smiles,TDP1 cell CPT,FEN1 inh
CN1CCN(CCCNC(=O)c2cc3c(-c4ccc(Cl)cc4)nn(C)c3s2)CC1,5.8%,?
C[n+]1cn(Cc2ccc(C#N)cc2)c2ccccc21,-2.7%,4.0%
COc1ccc(N=N/C(C(C)=O)=C(/C)O)cc1,-9.7%,-2.9%
NC(=O)CC(NC(=O)Cc1ccc(Cl)cc1)c1ccc(NC2CCCCC2)c([N+](=O)[O-])c1 (stereo not drawn),-26.4%,-1.1%
COc1ccc(OC)c(CCNC(=O)c2cnn(-c3ccc(C)cc3C)c2C2CCN(C(=O)OC(C)(C)C)CC2)c1,4.61µM*,-9.8%

Two of the compounds above, with two lines to a compound.
Each structure is followed by: TDP1 cell CPT, N370S GC, FEN1 inh
- COc1ccccc1C(=O)COC(=O)CN1C(=O)C2CC=CCC2C1=O (stereo not drawn)
    12.7%, -3.0%, 8.7%
- COc1ccc(OC)c(CCNC(=O)c2cnn(-c3ccc(C)cc3C)c2C2CCN(C(=O)OC(C)(C)C)CC2)c1
    4.61µM*, nt, -9.8%

Compound activity as filed in PubChem BioAssay.
